High-throughput results (PubChem)
SNCA viab count = GF-AFC viability counterscreen for inhibitors of alpha-synuclein gene (SNCA) expression | HEK-293-SNCA-luc viability, GF-AFC fluorescence, 24 h | Potency, µM (highest dose often 57.1 µM), for the others: at the top dose activity change, negative = cytotoxicity, most hits filed as cytotoxic | hit rate 0.12% among 150,000 | AID 1671193, 2021;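 also: potency is read from the fitted curve at half-maximal effect; 0% = DMSO-treated cells and -100% = medium-only wells without cells; nearly all actives have a fitted effect of over 30% in size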
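HEK-293-SNCA-luc cells (1500/well) plated 24 h, then exposed 24 h to a dilution series; GF-AFC added 30 min at 37C, fluorescence 405/540 nm; normalised to medium-only and DMSO wells, Hill fit.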
HEK293 tox = Cytotoxic Profiling in HEK 293 Cell Line of Diverse Libraries Using Quantitative High-Throughput Screening | hit rate 6.6% among 94,000 | HEK 293 viability, ATP luminescence (CellTiter-Glo), 48-72 h | AID 1345083, 2018 | Potency, µM (top dose mostly 115 µM), without a hit: at the highest dose activity change, negative = cytotoxicity, hits mostly inhibitors; also: potency is read from the fitted curve at half-maximal effect; nearly all actives have a fitted effect of over 60% in size
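qHTS cytotoxicity; HEK 293, 250 cells/well; compound pinned; 48 or 72 hr, 37 degree Celsius, 5% CO2, 95% humidity; CellTiter-Glo, 10 min RT; luminescence (ATP).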
GPT2 inhibitor = Primary qHTS assay for inhibitors of Glutamate pyruvate transaminase 2 (GPT2) | Recombinant GPT2, coupled pyruvate oxidase/HRP Amplex Red fluorescence | Alanine aminotransferase 2 (Homo sapiens), Q8TD30 | Potency, µM (series often up to 57.7 µM), without a hit: at the top dose activity change, negative = inhibition, most hits filed as inhibitors | hit rate 0.25% among 100,000; also: potency is read from the fitted curve at half-maximal effect; nearly all actives have a fitted effect of over 60% in size; many of its hits are not listed in these tables
Target sequence (Q8TD30 whole entry, looked up): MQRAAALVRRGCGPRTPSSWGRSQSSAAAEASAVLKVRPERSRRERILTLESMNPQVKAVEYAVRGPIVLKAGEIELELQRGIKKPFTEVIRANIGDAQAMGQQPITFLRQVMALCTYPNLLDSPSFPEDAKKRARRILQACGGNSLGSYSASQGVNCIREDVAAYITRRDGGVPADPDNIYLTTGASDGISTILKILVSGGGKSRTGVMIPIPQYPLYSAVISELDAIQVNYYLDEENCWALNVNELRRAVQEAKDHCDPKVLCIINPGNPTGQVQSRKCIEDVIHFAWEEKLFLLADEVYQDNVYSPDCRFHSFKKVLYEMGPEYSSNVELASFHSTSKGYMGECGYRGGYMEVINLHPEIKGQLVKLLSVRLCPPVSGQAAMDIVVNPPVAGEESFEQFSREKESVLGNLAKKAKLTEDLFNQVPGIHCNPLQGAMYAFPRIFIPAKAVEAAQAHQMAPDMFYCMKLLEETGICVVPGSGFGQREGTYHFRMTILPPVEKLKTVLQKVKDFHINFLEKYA
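GPT2 10ng/uL, a-KG 250uM, L-Ala 2mM, HEPES pH7.5 + 0.0001% Tween; 30 min RT. Then Amplex mix (PO/HRP/ThPP), 30 min RT dark, fluorescence. AOA 50uM used as positive control.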
3T3 cytotox = Cytotoxic Profiling in NIH 3T3 Cell Line of Diverse Libraries Using Quantitative High-Throughput Screening; NIH 3T3 viability, CellTiter-Glo ATP luminescence, 48-72 h; Potency, µM (series often up to 96.7 µM), for the others: top-dose activity change, negative = cytotoxicity, most hits filed as inhibitors; hit rate 4.3% among 94,000; also: potency is read from the fitted curve at half-maximal effect; nearly all actives have a fitted effect of over 55% in size
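ATP-dependent luminescence (CellTiter-Glo) served as the viability signal for NIH 3T3 cells treated with compound for 48 or 72 hr at 37 °C.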
IP6K1 inh = Primary qHTS assay for small molecule inhibitors of Inositol hexaphosphate kinase 1 (IP6K1) | activity change, % (series mostly up to about 58 µM) | Inositol hexakisphosphate kinase 1 (Homo sapiens), Q92551 | hit rate 0.81% among 140,000 | AID 1645851, 2021 | IP6K1 kinase, ADP-Glo luminescence, 2 h; active compounds read low; in the data active = activity change below about -25%
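ADP-Glo luminescence measures ADP made by human IP6K1 during a 2 h RT reaction with ATP/IP6 (mix at 1.3 mM/130 uM); top library doses 57.5 and 19.1 uM final.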
FLuc inh = Firefly luciferase inhibition profiling of diverse chemical library using quantitative high-throughput screening; Luciferin 4-monooxygenase (Photinus pyralis), P08659; purified P. pyralis luciferase, luminescence, biochemical; Potency, µM (titrated, usually from 115 µM), without a hit: top-dose activity change, negative = inhibition, most hits filed as inhibitors; hit rate 2.5% among 76,000; AID 1347043, 2019; also: potency is read from the fitted curve at half-maximal effect; nearly all actives have a fitted effect of over 65% in size
Target sequence (P08659 whole entry, looked up): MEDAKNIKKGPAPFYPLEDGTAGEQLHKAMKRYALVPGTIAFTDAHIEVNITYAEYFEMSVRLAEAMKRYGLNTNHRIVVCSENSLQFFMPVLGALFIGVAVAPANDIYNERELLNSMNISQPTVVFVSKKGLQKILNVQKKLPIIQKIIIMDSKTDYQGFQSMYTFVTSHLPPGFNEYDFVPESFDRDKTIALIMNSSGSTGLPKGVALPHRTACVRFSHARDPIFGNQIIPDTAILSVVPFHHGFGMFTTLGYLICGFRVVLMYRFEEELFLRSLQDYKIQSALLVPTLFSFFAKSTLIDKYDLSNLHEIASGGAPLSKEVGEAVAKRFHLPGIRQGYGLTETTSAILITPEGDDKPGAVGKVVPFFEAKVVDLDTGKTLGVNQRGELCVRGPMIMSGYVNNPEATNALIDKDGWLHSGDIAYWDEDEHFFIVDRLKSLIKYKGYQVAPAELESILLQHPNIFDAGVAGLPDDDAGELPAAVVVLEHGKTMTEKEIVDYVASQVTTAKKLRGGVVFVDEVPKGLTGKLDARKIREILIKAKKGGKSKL
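FLuc 10nM, D-luciferin 10uM, ATP 10uM, Mg acetate 10mM, Tris acetate pH 7.5, Tween/BSA; cpd qHTS; enzyme added last; CCD luminescence.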
SNCA expr inhib = Primary qHTS assay for inhibitors of alpha-synuclein gene (SNCA) expression | Potency, µM (highest dose often 57.2 µM), inactives show at the top dose activity change, negative = inhibition, actives largely listed as inhibitors | hit rate 0.17% among 140,000 | HEK-293 SNCA-luciferase knock-in, luminescence, 24 h | AID 1671194, 2021;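 also: potency is read from the fitted curve at half-maximal effect; plate controls were DMSO cells for no effect and cell-free wells for full effect; nearly all actives have a fitted effect of over 45% in size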
Active calls of the source: *; i = inactive; ? = inconclusive; · = no result given; [ ] = another dose, or the depositor's remark. Unless noted, calls follow the shape of the dose curve; as a rule, active = well fitted curve in the direction sought with a large enough effect; inconclusive = small, poorly fitted or top-dose-only effect, or another doubt; inactive = no such curve, though single readings can be large; an effect the other way counts as inactive or inconclusive. Unless noted, % is scaled to controls: 0 for no effect and ±100 for the full control effect. Some of the compounds tested (hit frequency here may not be typical).

structure | SNCA viab count | HEK293 tox | GPT2 inhibitor | 3T3 cytotox | IP6K1 inh | FLuc inh | SNCA expr inhib
CN[C@@H](CC(C)C)C(=O)N[C@@H]1C=C(C(=O)N[C@H]2CCCNC2=O)C[C@@H](O)[C@@H]1O | -2%[87.6 µM] | ? | 4%[88.5 µM] | ? | -5 | -22%[172 µM] | 0%[87.6 µM]
Cc1nc2c(c(-c3ccc(Cl)cc3)n1)CCN(C(=O)c1ccc(F)cc1)CC2 | 3% | -26% | -2% | ? | -10 | 8% | 10%
Cn1ncc(N2CCCC(C(=O)NCCCc3ccccc3)C2)cc1=O (stereo not given) | 0% | ? | i | ? | 11 | -12% | -10%
C[S+](=O)([O-])N1CCCC(c2nn(-c3ccccc3)c(=O)[nH]2)C1 (stereo not given) | -6%[87.6 µM] | -3%[172 µM] | i | -8%[138 µM] | 1 | -10%[172 µM] | 5%[87.6 µM]
CCc1ccc(C(=O)N2CC(c3nnc(C(C)C)o3)C3(CCOCC3)C2)cc1 (stereo not given) | -13% | -1% | i | -15% | 18 | 0% | 1%
COc1ccc(C(=O)N2CCN3C(=O)N(CC(N)=O)C(=O)[C@@H]3C2)cc1 | -2%[87.6 µM] | -7%[172 µM] | i | -3%[174 µM] | -10 | 6%[172 µM] | -12%[87.6 µM]
CCCOc1cc(C)c2c(c1C)C[C@H](C(C)C(=O)N1CCC(O)CC1)CC2 (stereo not given in full) | -20%[87.6 µM] | ? | ? | ? | 9 | ? | 22%[87.6 µM]
Cc1nn(C)c2c1c(-c1ccccc1)cc(=O)n2C(C)C(=O)NCCc1ccc(Cl)cc1 (stereo not given) | -1% | · | · | · | 6 | · | -19%
CC1=NOC2(CCN(C(=O)c3ccccc3F)C2)C1 (stereo not given) | 5%[87.6 µM] | i | -30%[88.5 µM] | -4%[138 µM] | 0 | -7%[172 µM] | -2%[87.6 µM]
COc1ccc(-c2cccc(NS(=O)(=O)c3ccc(C)s3)c2)nn1 | 2% | · | · | · | -11 | · | -10%
CCn1cc(-c2cc3c(cn2)CN(CCc2ccccc2)CCN3)cn1 | -12%[87.6 µM] | ? | 4%[88.5 µM] | ? | -17 | -19%[172 µM] | 20%[87.6 µM]
CC(=O)Nc1ccc(NC(=O)C(NC(=O)C2CCC(C)CC2)C(C)C)cc1 (stereo not given) | 14% | · | · | · | -13 | · | 9%
COc1cc(NC(=O)CSc2nc3nc(C)c(Cc4ccc(C)cc4)c(C)n3n2)cc(OC)c1 | -16% | · | · | · | 30 | · | 49%[activator]
CCc1ccc(C(=O)NCc2nnc3cc(-c4nc(C)no4)ccn23)cc1 | -3% | -8% | i | -16% | 25 | -3% | 6%
CCC1c2nccn2CCCN1C(=O)Cc1ccc(OC)cc1 (stereo not given) | 8% | -12% | -6% | -11% | 0 | 5% | ?
COC1CCN(C(=O)c2ccnc(-c3nnc4ccc(N(C)c5ccccc5)nn34)c2)CC1 | 6% | ? | -9% | 3.5µM* | -2 | -7% | -26%
Cc1nc(NC(=O)N2CCC[C@@H]2C(N)=O)sc1-c1csc(C(C)(C)C)n1 | -17% | · | i | · | · | · | 6%
O=C1CC(c2ccccc2)N(Cc2ccncc2)CCCN(C(=O)c2ccc3ccccc3n2)CCN1 (stereo not given) | -18% | ? | i | -24% | 0 | 3% | 15%
O=C(C1CC1)N1Cc2ccccc2NC(=O)C12CCNC2 (stereo not given) | 4%[87.6 µM] | 3%[172 µM] | -7%[88.5 µM] | i | -24 | · | -17%[87.6 µM]
O=c1n(CC2CC2)nc2n1CCN(Cc1ccc3cc[nH]c3c1)CC2 | 17% | ? | i | ? | -2 | -12% | 0%
CCCN(CC1CCOC1)C(=O)Nc1ccc(Br)cc1 (stereo not given) | -9% | -9% | i | -2% | 5 | -15% | -4%
CN(C)[C@@H]1CN(Cc2cccc(F)c2F)CC[C@@H]1CNC(=O)C1CC1 | 3%[12.5 µM] | -21% | -3% | -18% | 25 | 5% | ?
O=C(NNc1ccccc1)c1ccncc1 | -20% | · | i | · | -1 | · | ·
CC(=O)N1CCC2(COc3ncccc3[S+](=O)([O-])N2)C1 (stereo not given) | 0% | -24% | -16% | -22% | 10 | · | 24%
Cc1ccc(C)c(S(=O)(=O)c2nnn3c2nc(NC2CCCC2)c2sccc23)c1 | 4% | · | · | · | 5 | · | 11%
CCCS(=O)(=O)N1CC(=O)N(c2cc(C)cc(C)c2)C(C)(C(=O)NC2CCCCCC2)C1 (stereo not given) | 1% | · | · | · | -3 | · | 19%
O=C(Nc1ccccc1C(=O)OCc1cc(=O)n2nc(C3CC3)sc2n1)c1cccc(Cl)c1 | -1% | · | · | · | 26 | · | 20%
COc1ccccc1/C=C/c1nc(C#N)c(NCCc2ccccc2)o1 | ? | · | · | · | -3 | · | 40%[activator]
O=C(CS(=O)(=O)c1ccccc1)N[C@H]1CCN2C(=O)[C@H](Cc3ccc(F)cc3)NC(=O)[C@@H]2C1 | 1% | -9% | -11% | -16% | 12 | 0% | -6%
Cc1ccc(NC(=O)C(Cc2c[nH]c3ccccc23)NC(=O)OCC(C)C)cc1 (stereo not given) | -3% | · | · | · | -6 | · | -17%
COc1ccc(CCNC(=O)c2cn3cc(-c4ccc(C)cc4)sc3n2)cc1 | 8% | -14% | i | ? | 13 | · | 1%
Cc1ccc(NC(=O)C2CCCN(c3nc4ccccc4s3)C2)c(C)c1 (stereo not given) | 0% | · | · | · | 13 | · | -23%

Part of the list above with just SNCA viab count and 3T3 cytotox.
SMILES	SNCA viab count	3T3 cytotox
CCCS(=O)(=O)N1CC(=O)N(c2cc(C)cc(C)c2)C(C)(C(=O)NC2CCCCCC2)C1 (stereo not given)	1%	·
Cc1ccc(C)c(S(=O)(=O)c2nnn3c2nc(NC2CCCC2)c2sccc23)c1	4%	·

Continuation.
structure | SNCA viab count | HEK293 tox | GPT2 inhibitor | 3T3 cytotox | IP6K1 inh | FLuc inh | SNCA expr inhib
Cn1ccc(C(=O)NCc2nnc3n2C(C(=O)NCC2CC2)CC3)n1 (stereo not given) | -2% | -7% | ? | 4% | 18 | · | 59%[activator]
CCCCc1ncc(CN2CCCC(c3cccc(C(=O)O)c3)C2)[nH]1 (stereo not given) | 8% | -10% | -2% | -17% | -5 | -1% | -4%
O=C(COc1ccc2oc3c(c2c1)CCCC3)Nc1ccc(Br)cc1 | -3% | · | · | · | 6 | · | 26%
COCC(=O)N1CCC(c2nn(-c3ccccc3)c(=O)[nH]2)CC1 | -9%[87.6 µM] | i | i | 5%[138 µM] | 0 | -4%[172 µM] | 8%[87.6 µM]
COc1ccccc1CNc1nc(-c2ccco2)nn1C(=O)c1cc(OC)c(OC)c(OC)c1 | -4% | · | · | · | -10 | · | 45%[activator]
COc1ccc(/C=C/c2ccc3c(c2)C(=O)N2C[C@@H](NC(=O)CC(C)(C)CC(=O)O)C[C@H]2C(=O)N3)cc1 | -1% | ? | 5% | ? | -4 | ? | -17%
CC(C)N1C(=O)C(CC(=O)NCC2CCN(Cc3cccc(F)c3)CC2)=C2CCCCC21 (stereo not given) | -6% | -8% | i | -4% | -2 | 0% | 5%
COc1ccccc1-c1cc(C(=O)Nc2cc(OC)c(OC)c(OC)c2)no1 | -16% | · | · | · | 3 | · | 8%
CC(=O)N1C[C@@H](C(=O)N2CCOCC2)[C@H](c2nc(C)no2)C1 | 3% | -12% | -13% | -5% | 5 | -11% | -1%
CC(CNC(=O)C1CCN(C(=O)N2CCOc3ccc(Cl)cc32)CC1)c1ccccc1 (stereo not given) | 5% | · | · | · | 6 | · | 2%
O=C(CCc1ccccc1)N1CCCC(c2noc(COc3ccccc3F)n2)C1 (stereo not given) | -12% | ? | -1% | -26% | 17 | ? | 88%[activator]
O=C1CCN(C(=O)c2ccco2)CCCCCCN1 | -3% | -8% | 3% | -16% | 4 | 0% | -28%
CCCS(=O)(=O)c1ncc(Cl)c(C(=O)Nc2scc(-c3ccccc3)c2C(=O)OCC)n1 | -14% | · | · | · | -31* | · | 50%[activator]
COCCNc1ncnc2c1CN(C1CCCNCC1)C(=O)CN2C (stereo not given) | 6% | -13% | 1% | -32% | -5 | · | 10%
CC(C)CNC(=O)c1cc(-c2cc(Cl)cc(Cl)c2)c2nncn2n1 | 4% | i | -6% | -28% | -9 | · | 8%
Cc1cc(C)cc(NC(=O)C2CCN(C(=O)c3ncn4c3COC(c3ccc(F)cc3)C4)CC2)c1 (stereo not given) | -3% | 5% | -13% | 1% | 4 | ? | 3%
COCCOc1ccc(C(=O)N[C@@H]2CN(C(=O)Nc3cccc(C(F)(F)F)c3)CCC[C@H]2O)cc1 | 1% | ? | i | -9% | -8 | -2% | -16%
COc1ccc(F)cc1CN1CCC(O)(CN2CCCCC2)C1 (stereo not given) | -23% | -31% | -28% | -15% | 21 | -5% | 4%
CCc1ccc(NC(=O)CN2C(=O)C(c3ccc(Cl)cc3)=NC23CCCCC3)cc1 | 1% | · | · | · | 6 | · | -7%
COc1ccc(-c2cccc(C(=O)Nc3ccccc3F)c2)nn1 | · | -18%[172 µM] | · | -26%[138 µM] | -1 | · | ·
CC(=O)N(C1CC1)C1CCOC2(CCN(C(=O)c3sc(C)nc3C)CC2)C1 (stereo not given) | 15% | -2% | i | -9% | -7 | -5% | -11%
CN1CCN(C(=O)c2cc(-c3ccc(Cl)cc3Cl)nc3c2cnn3C)CC1 | -10% | -4% | -17% | -22% | 4 | · | -2%
CCOCCCN(C(=O)Nc1ccc(Cl)cc1)C1CCN(C(C)=O)CC1 | -12% | · | · | · | 12 | · | 41%[activator]
CC(C)NC(=O)N1CCCN(c2ccc3nnc(C4CC4)n3n2)CC1 | · | -3% | · | -24% | 7 | · | ·
Oc1ccc(C2CCN(c3ccnc4ccccc34)CC2)cc1O | -21% | · | i | · | · | · | -17%
O=C(C1CCN(Cc2ccccc2-c2ccccc2F)CC1)N1CCCC1 | ? | ? | i | ? | -7 | · | 21%
Cc1cn2nc(C(=O)NC3CCCCC3)cc2c(N2CCCC2)n1 | -5% | -3% | -15% | -7% | -3 | 0% | -24%
CN(Cc1ccccc1C(F)(F)F)C(=O)c1ccccc1F | 16%[87.6 µM] | ? | -9%[88.5 µM] | -19%[138 µM] | -7 | -3%[172 µM] | -9%[87.6 µM]
CCOC(=O)c1ccccc1NC(=O)CSc1nc2cn(CC)nc2c(=O)n1Cc1ccc(Cl)cc1 | -1% | · | · | · | 0 | · | -15%
COc1cccc(-c2nc(-c3nnn4c3COC(c3ccc(Cl)cc3)C4)no2)c1 (stereo not given) | -3% | 2% | i | i | 10 | 8% | -13%
CS(=O)(=O)N1CCC(OC2CCN(C(=O)NCc3ccco3)CC2)CC1 | -5% | 1% | -2% | 2% | 12 | 0% | -1%
